Assay outcomes: PubChem BioAssay, several laboratories
MOR-DOR ag – agonists of OPRM1-OPRD1 heterodimerization, primary screen, cell-based, luminescence; Mu-type opioid receptor (Homo sapiens) + Delta-type opioid receptor (Homo sapiens), …; cells; activation, % at 9.3 µM; hit rate 0.3% among 340,000; in the data active means activation above about 18%;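 further: 0% = vehicle-treated cells and 100% = reference agonist; values of inactives mirror those of a sister screen read the other way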
DAGLB inhibitor – DAGLB lipase inhibitors, primary screen, biochemical, fluorescence, HTS | HEK293T DAGLB membrane lysate, EnzChek fluorogenic substrate | inhibition, % at 5.17 µM | hit rate 0.059% among 340,000 | AID 504411, 2011; in the data active means inhibition above about 34%;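 further: 0% = enzyme with vehicle and 100% = wells lacking enzyme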
PKA-R2B activ – activators of PKA-R2B holoenzyme, primary screen, biochemical, fluorescence polarization, Cy5-IP20, human | PKA-R2B holoenzyme dissociation; R2B truncated from residue 108, S112A mutant; 0% DMSO only, 100% 113 µM cGMP | cAMP-dependent protein kinase catalytic subunit beta (Homo sapiens) + cAMP-dependent … | AID 504700, 2011 | activation, % at 11.4 µM | hit rate 0.079% among 340,000;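 active means activation above a cutoff set at the mean over all compounds plus 3 SD, cut at about 18% in these data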;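 further: higher means more holoenzyme dissociation and a rise in polarization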
HTR5A inv ctr – HTR5A inverse agonists in luminescence cell assay, primary screen, counter-screen for OPRM1-OPRD1 heterodimer inverse agonist project, full-deck HTS; inhibition, % at 9.3 µM; AID 504634, 2011; hit rate 0.083% among 340,000; 5-hydroxytryptamine receptor 5A (Homo sapiens), P47898; HTR5A cell line, inverse agonism; in the data active means inhibition mostly above about 23%, no sharp cut-off; inactive means mostly below about 18%;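 further: 0% = cells with DMSO and 100% = no-cell wells with DMSO; some compounds called inactive have numbers as strong as hits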
HTR5A ag ctr – HTR5A agonists in luminescence cell assay, primary screen, counter-screen for OPRM1-OPRD1 heterodimer agonist project, full-deck HTS. 5-hydroxytryptamine receptor 5A (Homo sapiens), P47898. AID 504692, 2011. hit rate 0.61% among 340,000. cell-based. activation, % at 9.3 µM; in the data active means activation mostly above about 9.5%, no sharp cut-off; inactive means mostly below about 7.6%;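 further: 0% = cells with vehicle only and 100% = reference agonist; strong numbers were not always called active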
OPRM1-OPRD1 inv – inverse agonists of MOR-DOR heterodimerization, primary screen, cell-based, luminescence. inhibition, % at 9.3 µM. cell-based MOR-DOR heterodimer luminescence, inverse agonism. Mu-type opioid receptor (Homo sapiens) + Delta-type opioid receptor (Homo sapiens), …. hit rate 0.21% among 340,000; in the data active means inhibition above about 22%, passing the limit was not always enough;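 further: 0% = cells with DMSO and 100% = wells without cells with DMSO; values of inactives mirror those of a sister screen read the other way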
V-ATPase pHluor – regulators of yeast V-ATPase proton pumping, primary screen, pHLuorin cytosolic pH fluorescence; AID 504577, 2011; hit rate 0.37% among 350,000; S. cerevisiae; response, % at 10 µM; in the data active means response mostly above about 7.3%, no sharp cut-off; inactive means mostly below about 5.4%; further: actives read high; inactives centre near 0; some compounds called inactive have numbers as strong as hits; reference of the scale not given here
Arr AP2 block – inhibitors of beta-arrestin/AP2 binding, primary screen, biochemical, GPCR trafficking, flow cytometry; AID 504490, 2011; hit rate 0.31% among 340,000; FITC-arrestin peptide / GST-AP2 beads; AP2 beta2 appendage carries R879A mutation; inhibition, % at 10 µM;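 active means inhibition above a set limit, near 3 SD of compounds lacking own fluorescence, cut at about 54% in these data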;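 further: plate controls were DMSO wells for no effect and 5 µM unlabelled arrestin peptide for full effect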
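Measured by: flow cytometry, FL1 (488/535 nm); Material: AP2 appendage R879A on GSH beads; Evaluation: percent response; Timing: pre-incubation 12 min, peptide binding 1 h, room temperature; Also added: 50 nM FITC-arrestin peptide; Medium: PBS with 0.05% Tween 20 and 0.1% BSA.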
PKA-R1A act – activators of PKA-R1A holoenzyme, primary screen, biochemical, fluorescence polarization, Cy5-IP20, bovine R1A, mouse PKAc | activation, % at 11.4 µM | PKA-R1A dissociation; scaled: DMSO 0%, 113 µM cGMP 100% | hit rate 0.083% among 340,000 | AID 504707, 2011 | cAMP-dependent protein kinase type I-alpha regulatory subunit (Bos taurus) + …;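 active means percent activation above the mean of all tested compounds plus 3 SD, cut at about 19% in these data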;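 further: higher means more PKAc released from R1A so a rise in polarization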
DSG3 Ab inh – inhibitors of pemphigus antibody binding to DSG3, primary screen, biochemical, bead-based, flow cytometry, scFv-GFP; DSG3-coupled beads, scFv-anti-DSG3-GFP binding; hits give low values; AID 588358, 2011; binding (percent of control), % at 10 µM; hit rate 0.48% among 310,000;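 active means binding more than 3 SD below its plate's average and above zero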;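 further: hits lower antibody fragment binding to DSG3; some compounds called inactive have numbers as strong as hits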
Target sequence (P32926 whole entry, looked up, the tested form may be a part): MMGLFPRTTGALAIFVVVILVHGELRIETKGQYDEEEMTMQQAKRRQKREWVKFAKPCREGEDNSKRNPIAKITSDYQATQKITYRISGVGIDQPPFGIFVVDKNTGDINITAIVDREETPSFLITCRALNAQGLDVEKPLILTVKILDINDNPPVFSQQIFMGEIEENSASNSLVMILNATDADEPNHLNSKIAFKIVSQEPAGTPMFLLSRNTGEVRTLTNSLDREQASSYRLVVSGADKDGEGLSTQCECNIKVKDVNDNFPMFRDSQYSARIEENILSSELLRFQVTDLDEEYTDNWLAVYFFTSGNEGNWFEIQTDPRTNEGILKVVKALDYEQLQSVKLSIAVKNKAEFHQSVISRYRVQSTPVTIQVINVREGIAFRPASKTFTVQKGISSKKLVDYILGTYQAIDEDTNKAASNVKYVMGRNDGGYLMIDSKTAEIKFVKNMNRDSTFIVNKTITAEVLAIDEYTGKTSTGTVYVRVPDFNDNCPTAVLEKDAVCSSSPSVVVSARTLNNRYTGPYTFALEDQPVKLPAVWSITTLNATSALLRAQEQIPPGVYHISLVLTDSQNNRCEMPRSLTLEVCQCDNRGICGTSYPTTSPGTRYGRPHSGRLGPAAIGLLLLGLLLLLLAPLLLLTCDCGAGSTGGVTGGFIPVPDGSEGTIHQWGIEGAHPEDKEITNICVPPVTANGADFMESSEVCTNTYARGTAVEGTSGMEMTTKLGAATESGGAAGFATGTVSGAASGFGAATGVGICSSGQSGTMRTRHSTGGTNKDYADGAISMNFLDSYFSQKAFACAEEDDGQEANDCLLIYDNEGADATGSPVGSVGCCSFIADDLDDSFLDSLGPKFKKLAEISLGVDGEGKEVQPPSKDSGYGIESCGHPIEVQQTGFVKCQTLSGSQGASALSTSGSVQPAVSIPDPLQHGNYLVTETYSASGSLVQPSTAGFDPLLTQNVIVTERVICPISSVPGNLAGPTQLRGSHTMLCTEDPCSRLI
The depositor's hits bear a star; x = not tested or not shown.

Each structure is followed by: PKA-R1A act, MOR-DOR ag, V-ATPase pHluor, PKA-R2B activ, OPRM1-OPRD1 inv, DSG3 Ab inh, DAGLB inhibitor, HTR5A ag ctr, Arr AP2 block, HTR5A inv ctr
CCN(C(=O)CSc1nnc(-c2ccncc2)n1Cc1ccccc1)C1CCS(=O)(=O)C1 (stereo not drawn)
    -10, 2.8, 6, -6, -13, 99, -2, -1, -12, 3
Cc1ccc(C2=NN=C(NC(=O)C(F)(F)F)SC2)cc1
    -2, -1.6, 0, -4, 7, 85, -6, 1, -1, 18
COc1ccc(/C=C/CN2CCCC(C(=O)c3ccc(OC)c(F)c3)C2)cc1 (stereo not drawn)
    -1, 4.8, -4, 6, -23, 96, -3, -1, -15, 3
O=c1oc2cc(O)ccc2cc1-c1nc2c(s1)CCc1ccccc1-2
    -9, 8.0, -3, -2, -41, 106, -219, 8, 7, -5
CCOc1ccccc1C1CC(=O)Nc2cc3c(cc21)OCO3 (stereo not drawn)
    -1, -1.4, 1, -6, 7, 100, 1, -6, 33, 14
COc1ccc(-c2nc(CS(=O)(=O)CC(=O)NCCc3cc(OC)ccc3OC)c(C)o2)cc1
    8, -0.9, 0, -3, 5, 99, -3, 4, 30, -10
O=C(Nc1ccc2oc(-c3ccccc3F)nc2c1)c1ccc([N+](=O)[O-])o1
    -4, 2.5, -2, -2, -12, 106, -2, 0, 33, -1
COCC(C)n1c(SCC(=O)N2CC(=O)Nc3ccccc32)nc2ccccc2c1=O (stereo not drawn)
    -3, -0.5, 0, -10, 2, 108, 2, 4, 1, -10
COc1cc(C(=O)Nc2ccccc2N2CCCCC2)cc(OC)c1OC
    2, 5.8, -1, -10, -27, 99, -10, 0, 12, -2
O=C(O)CC1Sc2nnc(COc3ccc(Cl)cc3)n2N=C1c1ccccc1 (stereo not drawn)
    -5, -2.2, 2, -6, 11, 103, 1, 4, -2, -10
CN(C)S(=O)(=O)c1ccc2c(c1)c(=O)c(C(=O)N1CCN(c3ccccn3)CC1)cn2C
    4, -1.3, 1, -1, 7, 110, -1, 1, 10, -2
O=C(CSc1nc2c(c(=O)n1-c1ccc(Cl)cc1)SCC2)NCc1ccco1
    -4, -0.8, 0, 4, 5, 122, 5, 1, -5, 12
O=C(CN1C(=O)CCC1=O)Nc1nc(-c2nc3ccccc3s2)cs1
    -11, -0.6, 0, 1, 3, 104, -1, 8, 1, -21
Cc1cccc(OCc2nnc(SCC(=O)Nc3ncc(C)s3)o2)c1
    -1, -2.0, -2, -4, 10, 112, 2, 0, 18, -4
O=c1cnnc(Nc2ccc(F)cc2)[nH]1
    2, -4.5, 3, -7, 21, 94, 1, 0, -3, 7
Cc1cccc(C)c1-n1c(SCC(=O)NCc2ccco2)nc2ccccc2c1=O
    -4, -2.2, 1, -5, 10, 98, -5, -5, -8, -1
COc1cccc(NC(=O)Nc2cc(C(=O)NC(C)C)ccc2N2CC3CC(C2)c2cccc(=O)n2C3)c1 (stereo not drawn)
    -1, -2.5, -2, 3, 13, 100, 2, 7, 29, -28
CCc1nnc(NC(=O)CSc2nnc(-c3cccnc3)n2CC)s1
    -17, 0.7, 6, -10, -4, 80, -3, 0, 5, -20
CCN(CC)CCNC(=O)c1cc2cc3ccc(OC)cc3nc2o1
    -2, -2.3, -2, -4, 13, 94, 0, 3, 30, -12
COc1cccc(NC(=O)Nc2nccc(C)n2)c1
    -5, -3.0, 1, 5, 14, 105, -1, 1, 0, -5

(continued)
Each structure is followed by: PKA-R1A act, MOR-DOR ag, V-ATPase pHluor, PKA-R2B activ, OPRM1-OPRD1 inv, DSG3 Ab inh, DAGLB inhibitor, HTR5A ag ctr, Arr AP2 block, HTR5A inv ctr
O=C(CCC(=O)N1CCN(c2ccccc2F)CC1)c1ccc(F)cc1
    -3, -0.2, 1, 4, 1, 102, 1, -2, 6, 5
COc1ccc(C(CNC(=O)Cc2ccccc2Cl)N2CCCCC2)cc1 (stereo not drawn)
    -5, -1.8, -3, -8, 10, 102, 0, -5, 18, 9
CCC1(CC)NC(=O)N(CC(=O)Nc2ccc(C)cc2C)C1=O
    -6, 0.5, -1, 7, -2, 97, -2, -2, 8, 8
NC(=O)c1ccc(NC(=O)CSc2cn(CC(=O)N3CCOCC3)c3ccccc23)cc1
    -9, 0.9, -1, -4, -5, x, 1, 6, 5, 14
COc1ccc(NC(=O)CSc2nnnn2C2CC3C=CC2C3)cc1 (stereo not drawn)
    -4, -1.2, 1, 7, 7, x, -7, 1, 7, -9
CC(C)OCCCN1C(=O)c2[nH]nc(-c3ccccc3O)c2C1c1cccc(Cl)c1 (stereo not drawn)
    0, 4.3, -3, 11, -26, 102, 5, 4, -2, -12
CCOC(=O)c1ccc(CNC(=O)Cn2nnc(-c3ccc(C)cc3)n2)o1
    -14, 1.1, -1, -10, -6, 101, 0, -3, 3, 7
COC(=O)Cc1ccc(OC(=O)c2cccc(S(=O)(=O)N3CCN(C)CC3)c2)cc1
    2, -1.7, -2, -8, 9, 106, -1, 1, 0, -2
CC(=O)N1CCN(C(=S)NC(=O)C23CC4CC(CC(C4)C2)C3)CC1
    7, -3.1, 1, 6, 14, 102, 0, 2, 41, -6
O=C(O)c1ccc(CNCc2cccc(Cl)c2Cl)cc1
    -6, 0.9, -4, -11, -4, 110, 1, 1, -3, 0
CCN(CC)Cc1nc2c(c(=O)[nH]1)C1(CCCCC1)Cc1ccccc1-2
    -11, 5.9, -3, -3, -35, 97, 1, -1, 7, 18
CC(C)NC(=O)N(C)C[C@H]1Oc2c(NC(=O)C3CC3)cccc2C(=O)N([C@H](C)CO)C[C@@H]1C
    -2, -1.6, 1, -5, 9, 101, -1, 12, -1, -36
CCn1c(-c2ccccc2)ccc(C#N)c1=O
    3, 8.4, -3, 2, -43, x, -4, -2, 3, 5
COc1ccccc1C1OC(c2cccc([N+](=O)[O-])c2)=NN1C(C)=O (stereo not drawn)
    2, -4.1, 1, 10, 21, 98, 1, 2, 7, -4
CCCCn1c(C)cc(/C=C(\C#N)C(=O)O)c1C
    -6, -0.4, 2, -7, 3, 89, -2, -5, 32, 9
NC(=O)CC(NC(=O)Cc1ccc(Cl)cc1)c1ccc(NCc2ccccc2)c([N+](=O)[O-])c1 (stereo not drawn)
    2, -2.8, -1, 1, 16, 110, 10, -1, 0, -16
COCCNC(=O)C1CC(=O)N(CCc2ccccc2)C1 (stereo not drawn)
    0, 0.1, -2, -4, -1, 108, 0, -3, -11, -17
Cc1ccc2c(c1)cc(CN(Cc1ccc3c(c1)OCO3)C(=O)c1cnccn1)c1nnnn12
    4, 0.2, -1, 3, -1, x, 1, 3, -6, -9
CC1=C(C)[N+](=O)C2CCCCC2N1[O-] (stereo not drawn)
    -6, -1.7, 1, -2, 9, x, -1, -1, 19, -12
O=C(CCc1ccc(CCC(=O)c2cccs2)s1)c1cccs1
    4, -0.7, 0, -9, 4, 107, -12, 1, -6, -8

Overlap with the part before: two entries; new compounds follow.
Each structure is followed by: PKA-R1A act, MOR-DOR ag, V-ATPase pHluor, PKA-R2B activ, OPRM1-OPRD1 inv, DSG3 Ab inh, DAGLB inhibitor, HTR5A ag ctr, Arr AP2 block, HTR5A inv ctr
CC1=C(C)[N+](=O)C2CCCCC2N1[O-] (stereo not drawn)
    -6, -1.7, 1, -2, 9, x, -1, -1, 19, -12
O=C(CCc1ccc(CCC(=O)c2cccs2)s1)c1cccs1
    4, -0.7, 0, -9, 4, 107, -12, 1, -6, -8
COc1ccc(CCNC(=O)c2nnn(CC(=O)Nc3ccc(C)cc3C)c2N)cc1OC
    -10, -1.8, -4, -4, 10, 99, 2, -3, -2, 13
C/C(N)=C(/C#N)C(=O)COC(=O)c1cccc(O)c1
    -2, -1.6, -6, 12, 8, 117, 0, 3, 14, -17
Cc1ccc(CSc2nsc(C)c2C#N)cc1
    -1, 3.2, 0, -10, -15, 116, -9, -3, -5, 11
CCCC(=O)Nc1cc(-c2nnc(OC)c3ccccc23)ccc1N1CCOCC1
    -2, -3.2, 2, 4, 16, 98, 0, 3, 35, -7
O=C(c1cc2n(n1)C(C(F)(F)F)CC(c1ccco1)N2)N1CCN(c2ccccn2)CC1 (stereo not drawn)
    -9, -2.1, -2, -7, 11, 106, 0, -3, -1, 11
COc1cccc(/C=C2\C(=O)N(c3cccc(C)c3)C(=O)c3ccccc32)c1
    -6, 0.6, 1, 5, -3, 106, -1, 2, -3, -9
Cc1ccc(/C=C2/SC(=S)N(C3CCCCC3)C2=O)o1
    -3, 3.9, 5, -8, -20, 89, 7, 2, 62*, -8
Cc1ccc2c(c1)C(=O)N1[C@H]3c4ccccc4OC[C@@H]3[C@H](c3ccccc3)[C@]1(C)C(=O)N2
    -5, 2.0, -4, -17, -11, 93, -3, -1, -7, -15
CCn1nc(C)c(C(=O)Nc2cc(Oc3ccc(Cl)cc3)cc([N+](=O)[O-])c2)c1C
    -3, 1.8, -1, 4, -10, 100, 0, -4, -2, 6
O=C(COc1ccccc1[N+](=O)[O-])N1CCC(Cc2ccccc2)CC1
    4, -0.9, 0, 0, 5, 103, -4, 0, 4, 0
Cn1c(=O)[nH]c(=O)c2c1nc(SCCN1CCOCC1)n2CCCc1ccccc1
    -8, 0.5, -1, -16, -3, 109, 2, 5, -1, -15
COc1ccc(Cl)cc1N1C(=O)c2cccnc2C1=O
    -6, 0.4, 18*, -4, -2, 103, -4, 0, 22, 0

Outcome played no part in choosing rows; 2.4% or so of the library scored in one or more.
